# All columns: NCI-60 one-dose screen, growth in % after 48 h at 10 µM unless noted; 100 = growth as untreated, 0 = no growth, -100 = all killed.
# M14: M14 melanoma | hit rate 6.2% among 80,000
# SK-MEL-2: SK-MEL-2 melanoma. AID 1794763. hit rate 4.7% among 77,000
# A549/ATCC: A549/ATCC NSCLC; hit rate 3.7% among 81,000
# UACC-62: UACC-62 melanoma | hit rate 5.4% among 81,000 | AID 1794756
# MALME-3M: MALME-3M melanoma; hit rate 5.8% among 78,000; AID 1794766
# EKVX: EKVX NSCLC. hit rate 3% among 71,000. AID 1794765
# UACC-257: UACC-257 melanoma. hit rate 4.4% among 78,000
# SK-MEL-5: SK-MEL-5 melanoma; hit rate 6.4% among 80,000
# * hit, by the source's call; x = not tested or not shown; & = joins results of further samples; ! = not active in a repeat. How the source made its calls: active means growth percent below 10; inactive means the rest. A portion of the library; count on the stated rates, not on these rows.
no.	compound	M14	SK-MEL-2	A549/ATCC	UACC-62
1	CC(=O)c1ccc(N2CCNCC2)cc1	109	96	91	88
2	CCC(N)Cc1c[nH]c2ccccc12 (configuration not stated)	87	76	106	91
3	Cc1cc2ccccc2cc1C	114	116	107	102
4	Cc1ccc(S(=O)(=O)N(C)N=O)cc1	103	109	102	103
5	ClCc1ccco1	98	108	92	94
6	N#Cc1c(F)cc(-n2c(C(=O)N3CC(F)C3)cc3cccnc32)cc1F	119	112	104	96
7	O=C(N/N=C/c1ccc(N(CCCl)CCCl)cc1)c1ccc(C(=O)N/N=C/c2ccc(N(CCCl)CCCl)cc2)cc1	64	76	x	71
8	O=C(Cc1ccc([N+](=O)[O-])cc1)Nc1ccc(S(=O)(=O)F)cc1	97	105	81	91
9	CNC(=O)O/N=C(/C)c1ccc(Cl)cc1	99	97	99	114
10	Oc1ccccc1-c1ccccc1O	117	116	109	94

no.	MALME-3M	EKVX	UACC-257	SK-MEL-5
1	79	89	98	99
2	111	119	113	88
3	161	103	103	109
4	96	x	106	102
5	105	x	97	96
6	124	104	100	99
7	78	x	x	82
8	89	x	82	98
9	101	x	104	101
10	140	104	116	99

# New compounds follow:
no.	compound	M14	SK-MEL-2	A549/ATCC	UACC-62
11	CCCCCCCCSP(=S)(N1CC1)N1CC1	94	103	107	98
12	CC(C)[N+](C)(C)CCC(C(N)=O)(c1ccccc1)c1ccccc1	104	104	98	108
13	[N-]=[N+]=NS(=O)(=O)c1cccc([N+](=O)[O-])c1	97	96	81	88
14	Clc1ccc(SSC(Cl)(Cl)Cl)cc1	107	123	100	116
15	CCOP(=O)(OCC)/C(C#N)=C/c1nc[nH]c1C	100	89	65	94
16	C#C[C@]1(O)CC[C@H]2[C@@H]3CC[C@H]4CC=CC[C@]4(C)[C@H]3CC[C@@]21C	111	85	97	101
17	O=[N+]([O-])c1cc(F)cc([N+](=O)[O-])c1O	109	105	102	104
18	CCCCC(CC)COC(=O)c1cccc(C(=O)OCC(CC)CCCC)c1 (configuration not stated)	101	99	103	102
19	O=C(c1ccccc1)C(c1ccccc1)N1CCCCC1 (configuration not stated)	107&98	130&106	97&107	101&103
20	O=C1NC(=O)C(=O)C(=O)N1	99	x	100	100

no.	MALME-3M	EKVX	UACC-257	SK-MEL-5
11	92	102	99	109
12	106	94	101	102
13	103	99	82	98
14	96	108	112	110
15	100	104	74	96
16	114	x	111	101
17	98	108	102	100
18	105	110	106	116
19	99	98&97	112&104	96&103
20	93	104	95	99

# Continuation.
no.	compound	M14	SK-MEL-2	A549/ATCC	UACC-62
21	CCCOC(=O)Nc1ccc([As](=O)(O)O)cc1NC(=O)OCCC	102	124	105	97
22	O=c1ccc2cc(OC3OC(CO)C(O)C(O)C3O)c(O)cc2o1 (configuration not stated)	99	103	95	101
23	CC(C)c1ccc(O)cc1	x	103	97	103
24	O=C(Cc1c[nH]c2ccccc12)NNCc1ccc(N(CCCl)CCCl)cc1	79	115	67	73
25	CN(N=O)C1=C(NC2CCCCC2)C(=O)c2ccccc2C1=O	88	92	91	70
26	CNC(=O)O/N=C(C)/C(C)=N/OC(=O)NC	103	108	95	102
27	CC1(C2CCOC2=O)OCCO1 (configuration not stated)	102	95	102	111
28	O=C(O)c1c(Cl)n(Cc2ccc(O)cc2)c2ccc(O)cc12	98	82	103	99
29	OC(c1ccc(Cl)cc1)C(c1ccc(Cl)cc1)N1CCCCC1 (configuration not stated)	82	97	84	99
30	COC(=O)[C@@H](C)C[C@H](Cc1ccc(F)cc1)NC(=O)c1csc([C@@H](C[C@H](C(C)C)N(C)C(=O)[C@@H](NC(=O)[C@H]2CCCCN2C)C2CC2)OC(C)=O)n1	1.4*	24	20	43

no.	MALME-3M	EKVX	UACC-257	SK-MEL-5
21	101	105	112	104
22	97	98	x	102
23	132	119	96	104
24	90	90	99	85
25	87	x	84	91
26	90	x	109	96
27	99	x	99	103
28	106	112	101	86
29	96	86	93	101
30	55	43	x	-21*

# Additional entries follow.
no.	compound	M14	SK-MEL-2	A549/ATCC	UACC-62
31	CN(C)Cc1c[nH]c2ccc([N+](=O)[O-])cc12	105&94	109&107	105&114	109&100
32	CCCCNC(c1ccccc1)C(O)c1ccccc1 (configuration not stated)	75	116	130	96
33	ClCCN1c2ccccc2Oc2ccc3ccccc3c21	100	102	100	95
34	CC[CH2][Sn]([Cl])([Cl])[CH2]CC.Oc1ccccc1C=NCCN=Cc1ccccc1O	39&70	13&34	92&103	32&40
35	CCC(C)N=C=S (configuration not stated)	99	98	93	97
36	Clc1cccc(NCOOC2(OOCNc3cccc(Cl)c3)CCCCCC2)c1	97	92	93	102
37	O=C1C=C2C=C[C@@H]3C[C@@]2(O1)[C@H]1CCCCN31	86	89	86	87
38	COCCOP(=O)(N1CC1C)N1CC1C (configuration not stated)	107	133	105	101
39	CCCCOC(=O)C1C(C=C(C)C)C1(C)C (configuration not stated)	107	105	79	105
40	O=S(=O)(O)OOS(=O)(=O)O	108	x	106	97

no.	MALME-3M	EKVX	UACC-257	SK-MEL-5
31	116&106	95&116	108&110	107&103
32	107	88	118	98
33	99	99	105	99
34	-44*	75&85	5.3*!	50&60
35	98	98	98	98
36	97	89	112	94
37	99	78	75	81
38	116	x	96	102
39	97	98	x	108
40	101	x	108	100

# (continued)
no.	compound	M14	SK-MEL-2	A549/ATCC	UACC-62
41	COC(=O)CNP(=O)(NCC(=O)OC)N(CCCl)CCCl	103	108	105	101
42	N#Cc1c(Br)n(C2OC(CO)C(O)C2O)c2ncnc(N)c12 (configuration not stated)	60	x	13	78
43	Cc1ccc(-n2c(=S)[nH]c3ccccc3c2=O)cc1C	101	114	85	98
44	C=C(OP(=O)(OC)OC)Sc1ccccc1C	110	149	124	102
45	COC(=O)C1=C(O)c2ccoc2C2(C(C)C)CCCC1C2 (configuration not stated)	96	104	108	92
46	CC1(C)CN1CCCCN1CC1(C)C (configuration not stated)	87	112	100	93
47	CC12CCC3C(CC=C4CC(O)CCC43C)C1C/C(=C\N1CCOCC1)C2=O (configuration not stated)	112	106	x	104
48	NP(N)(=O)CCl	95	84	84	100
49	Cc1ccccc1NC(=NCCCN1CC1)Nc1ccccc1C	91	114	86	105
50	COC(=O)C12CC(NC(=O)c3csc([C@@H](C[C@H](C(C)C)N(C)C(=O)[C@@H](NC(=O)[C@H]4CCCCN4C)C(C)C)OC(C)=O)n3)(C1)C2	2.7*	28	17	37

no.	MALME-3M	EKVX	UACC-257	SK-MEL-5
41	105	99	106	101
42	108	96	80	96
43	112	88	100	104
44	115	95	120	97
45	97	99	108	103
46	93	x	97	97
47	110	96	101	99
48	114	99	109	93
49	105	97	103	98
50	54	44	x	-39*

# New compounds follow:
no.	compound	M14	SK-MEL-2	A549/ATCC	UACC-62
51	COc1cc(C2=NN(C=O)C(c3sc(N(CCCl)CCCl)nc3Cl)C2)cc(OC)c1OC (configuration not stated)	99	87	85	67
52	CC1C(c2ccccc2)OC(=O)N1C (configuration not stated)	117	107	99	102
53	Cc1nc(C#N)c(N2C[C@@H]3C[C@@H](C2)c2cccc(=O)n2C3)o1	104	101	98	102
54	CCOC(=O)N(CCO)[N+](=O)[O-]	97	99	101	106
55	C[C@]12CC[C@H]3[C@@H](C[C@@H]4N=C(c5ccc(O)cc5)S[C@@]45C[C@H](O)CC[C@]35C)[C@@H]1CC[C@@H]2O	61	45	52	29
56	CC1=C[C@H]2O[C@@H]3C[C@H]4OC(=O)/C=C\C=C\[C@H]([C@@H](C)O)OCC[C@@H](C)[C@H](O)C(=O)OC[C@@]2(CC1)[C@]4(C)[C@]31CO1	-76*	-53*	-21*	-67*
57	CC12CCC3C(CCC4CC(=C5C=CC=C5)CCC43C)C1CCC2O (configuration not stated)	110	95	95	101
58	COc1ccc(/C=C(\C)[N+](=O)[O-])cc1OC	-42*	21	36	33
59	CCCCCCCC(=O)P(=O)(OCC)OCC	103	101	109	93
60	Nc1nnc(N)n1N	96	106	101	103

no.	MALME-3M	EKVX	UACC-257	SK-MEL-5
51	87	88	86	93
52	127	97	96	105
53	105	105	103	104
54	101	x	95	101
55	72	64	66	72
56	-68*	-29*	x	-90*
57	108	x	96	100
58	-72*	x	-80*	55
59	136	123	111	103
60	118	x	93	99

# Arranged by molecular weight (rising): some entries from above.
no.	compound	M14	SK-MEL-2	A549/ATCC	UACC-62
59	CCCCCCCC(=O)P(=O)(OCC)OCC	103	101	109	93
57	CC12CCC3C(CCC4CC(=C5C=CC=C5)CCC43C)C1CCC2O (configuration not stated)	110	95	95	101
56	CC1=C[C@H]2O[C@@H]3C[C@H]4OC(=O)/C=C\C=C\[C@H]([C@@H](C)O)OCC[C@@H](C)[C@H](O)C(=O)OC[C@@]2(CC1)[C@]4(C)[C@]31CO1	-76*	-53*	-21*	-67*

no.	MALME-3M	EKVX	UACC-257	SK-MEL-5
59	136	123	111	103
57	108	x	96	100
56	-68*	-29*	x	-90*

# Next part.
no.	compound	M14	SK-MEL-2	A549/ATCC	UACC-62
61	COc1ccc(COC(=O)C2C(C=C(C)C)C2(C)C)cc1 (configuration not stated)	103	93	95	96
62	OCCCN1CCN(c2cccc(Cl)c2)CC1	110	104	94	100
63	OCc1ccc2c(c1)OCO2	103	99	93	x
64	COc1cc(OC)c(S(=O)(=O)N(CCCl)CCCl)cc1C1=NN(C(C)=O)C(c2ccc(Cl)cc2)C1 (configuration not stated)	86	85	75	68
65	COc1cc([N+](=O)[O-])c2nc(C)ccc2c1[N+](=O)[O-]	92	102	107	87
66	C[C@H]1CC[C@H]2[C@H](C1)c1c(O)cc(-c3cc4ccccc4s3)cc1OC2(C)C	85	90	76	108
67	O=Cc1ccc2c(c1)OCO2	99	102	91	99
68	CCCCOP(=O)(CCl)OCCCC	105	98	101	105
69	CCN(CC)c1cccc(OC(=O)NC)c1	96	61	x	100
70	ClCCN(CCCl)c1ccc(C2=NCCc3ccccc32)cc1	80	68	75	77

no.	MALME-3M	EKVX	UACC-257	SK-MEL-5
61	100	104	90	98
62	103	97	96	121
63	98	96	x	102
64	88	78	89	77
65	88	112	101	94
66	87	76	87	91
67	104	101	x	100
68	105	x	90	102
69	109	102	101	107
70	x	71	82	69

# (further entries)
no.	compound	M14	SK-MEL-2	A549/ATCC	UACC-62
71	N#Cc1c[nH]c2ccccc12	104	114	96	95
72	CC1CCC(OC(=O)CCl)CC1 (configuration not stated)	105	92	94	x
73	CC(CCl)N(C)C (configuration not stated)	123	121	97	105
74	C#C[C@]1(O)CC[C@H]2[C@H]3[C@H](CC[C@@]21C)[C@H]1CCC(=O)C=C1C[C@H]3C	87	97	101	100
75	O=c1oc2ccccc2c(O)c1C(C/C(CCN1CCCC1)=N/O)c1ccccc1 (configuration not stated)	100	98	101	105
76	ClCCN(CCCl)c1ccc(CNc2ccccc2)cc1	70	114	46	48
77	Cc1cc(C)c(Nc2nc3c(s2)CC[C@@]2(C)C3=CC[C@@H]3[C@@H]2CC[C@]2(C)C(=O)CC[C@@H]32)c(C)c1	109	x	104	98
78	CC(=O)N(CCc1ccccc1)N=O	102	92	101	114
79	Cc1nc2ccccc2c(=O)n1-c1ccc([N+](=O)[O-])cc1	103	116	95	95
80	OOSSOCc1cccc2ccccc12	102	100	88	x

no.	MALME-3M	EKVX	UACC-257	SK-MEL-5
71	106	95	x	102
72	90	101	93	98
73	112	x	85	101
74	92	90	105	99
75	100	98	110	100
76	93	x	69	85
77	107	102	108	105
78	97	x	103	104
79	94	95	99	99
80	115	98	82	105

# Grouped by structure: the compounds so far with a carbonyl joined to an NH by a bond outside any ring.
no.	compound	M14	SK-MEL-2	A549/ATCC	UACC-62
7	O=C(N/N=C/c1ccc(N(CCCl)CCCl)cc1)c1ccc(C(=O)N/N=C/c2ccc(N(CCCl)CCCl)cc2)cc1	64	76	x	71
8	O=C(Cc1ccc([N+](=O)[O-])cc1)Nc1ccc(S(=O)(=O)F)cc1	97	105	81	91
9	CNC(=O)O/N=C(/C)c1ccc(Cl)cc1	99	97	99	114
12	CC(C)[N+](C)(C)CCC(C(N)=O)(c1ccccc1)c1ccccc1	104	104	98	108
21	CCCOC(=O)Nc1ccc([As](=O)(O)O)cc1NC(=O)OCCC	102	124	105	97
24	O=C(Cc1c[nH]c2ccccc12)NNCc1ccc(N(CCCl)CCCl)cc1	79	115	67	73
26	CNC(=O)O/N=C(C)/C(C)=N/OC(=O)NC	103	108	95	102
30	COC(=O)[C@@H](C)C[C@H](Cc1ccc(F)cc1)NC(=O)c1csc([C@@H](C[C@H](C(C)C)N(C)C(=O)[C@@H](NC(=O)[C@H]2CCCCN2C)C2CC2)OC(C)=O)n1	1.4*	24	20	43
50	COC(=O)C12CC(NC(=O)c3csc([C@@H](C[C@H](C(C)C)N(C)C(=O)[C@@H](NC(=O)[C@H]4CCCCN4C)C(C)C)OC(C)=O)n3)(C1)C2	2.7*	28	17	37
69	CCN(CC)c1cccc(OC(=O)NC)c1	96	61	x	100

no.	MALME-3M	EKVX	UACC-257	SK-MEL-5
7	78	x	x	82
8	89	x	82	98
9	101	x	104	101
12	106	94	101	102
21	101	105	112	104
24	90	90	99	85
26	90	x	109	96
30	55	43	x	-21*
50	54	44	x	-39*
69	109	102	101	107

# Assay outcomes: PubChem, NCI
